Pf Dd2 growth: Plasmodium falciparum Dd2 growth inhibition. Potency, µM (doses to about 28.9 µM), for inactives: top-dose activity, negative = inhibition, usual class: inhibitors. P. falciparum Dd2 growth, SYBR Green, 72 h. AID 1347417. hit rate 4.3% among 120,000; active means well fitted inhibition curve with a large enough effect; inconclusive means small, poorly fitted or top-dose-only effect; inactive means no such curve, though single readings can be large or run the other way;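 further: plate controls were DMSO vehicle for no effect and reference drug for full effect; nearly all actives have a fitted effect of over 65% in size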
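Readout: SYBR Green fluorescence, 485 nm excitation, 535 nm emission, after ~16 h lysis at 37C. Before that, Dd2-infected red cells (2.5% hematocrit) grew 72 h with compound, 29 uM top final concentration.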
The depositor's hits bear a star; i = inactive; ? = inconclusive; & = joins results of further samples; [ ] = remark or other dose. Potency means the concentration at half of the fitted maximal effect. An excerpt (hit frequency here may not be typical).

Sample of the layout:
SMILES | Pf Dd2 growth
CCN(C(=O)CN1C(=O)NC(c2ccccc2Cl)C2=C1COC2=O)c1cccc(C)c1 (stereo unspecified) | ?
Cc1nn(CCCC(=O)Nc2cccc(C(F)(F)F)c2)c(=O)c2nn(-c3ccccc3)c(C)c12 | ?
CC(=O)Nc1ccc(S(=O)(=O)Nc2nc3n(n2)C(c2ccccc2)C=C(c2ccc(Cl)cc2)N3)cc1 (stereo unspecified) | 13%
CN(C)[C@@H]1[C@@H](NC(=O)Cn2cnc3ccsc3c2=O)[C@H]2CCO[C@H]21 | 1%
Cc1cc(Br)ccc1NC(=O)CSc1c2c(nc3ccccc13)CCC2 | ?

All compounds of this part, from the start:
SMILES | Pf Dd2 growth
CCN(C(=O)CN1C(=O)NC(c2ccccc2Cl)C2=C1COC2=O)c1cccc(C)c1 (stereo unspecified) | ?
Cc1nn(CCCC(=O)Nc2cccc(C(F)(F)F)c2)c(=O)c2nn(-c3ccccc3)c(C)c12 | ?
CC(=O)Nc1ccc(S(=O)(=O)Nc2nc3n(n2)C(c2ccccc2)C=C(c2ccc(Cl)cc2)N3)cc1 (stereo unspecified) | 13%
CN(C)[C@@H]1[C@@H](NC(=O)Cn2cnc3ccsc3c2=O)[C@H]2CCO[C@H]21 | 1%
Cc1cc(Br)ccc1NC(=O)CSc1c2c(nc3ccccc13)CCC2 | ?
CCCc1nn2c(=O)cc(COC(=O)c3ccc(NC(=O)COc4ccccc4)cc3)nc2s1 | i
O=[S+]1([O-])NC2(CCCN(Cc3cccc4ccccc34)C2)CNc2ccccc21 (stereo unspecified) | i
Cc1cccc(Cn2c(CN3CCC(C(=O)NCCc4ccccc4)CC3)cc3ccccc32)c1 | -18%
CCN1CCN(C(=O)CC2CCCN(c3cnn(CC)c(=O)c3)C2)CC1 (stereo unspecified) | 18%
COC[C@@H]1[C@H](NC(=O)CN2CCN(c3cccc(C)c3)CC2)[C@@H]2CCO[C@H]12 | -8%
CN1C(=O)CC(C(=O)Nc2ccc(C(=O)O)cc2)SC1=Nc1ccc(Cl)cc1 (stereo unspecified) | -5%
O=C1[C@H]2CN(Cc3ccc(C(F)(F)F)cc3)C[C@H]2C(=O)N1Cc1ccc2c(c1)OCO2 | -18%
COc1ccccc1CNC(=O)CCn1nc(C)c2c(C)n(-c3ccccc3)nc2c1=O | 7%
CN(C)c1ccc(CNC(=O)C2CCCN(S(=O)(=O)c3ccc4c(c3)oc(=O)n4C)C2)cc1 (stereo unspecified) | 16%
Cc1ccc(NC(=O)CCCc2nnc3n(C)c(=O)c4sccc4n23)cc1F | ?
COc1ccc(CCC(=O)NCc2cc3n(n2)CCN(C(=O)N(C)C)C3)cc1 | -11%
O=C(c1ccc(F)cc1)N1CCN(C(=O)c2nnn3c2COC(c2ccc(Cl)cc2)C3)CC1 (stereo unspecified) | -18%
CC(C)c1noc(-c2cccn3c(CNC(=O)c4ccco4)nnc23)n1 | i
c1ccc(-c2noc(-c3nc(C4CC4)no3)n2)cc1 | -20%
O=C1NCc2ccccc2CC12CCCCN2Cc1cccnc1 (stereo unspecified) | -11%
Cc1ccc(C(=O)N2CCC3(CC2)CNC(=O)c2ccccc2O3)cc1 | i
Cc1ccc(Cn2c(CNS(=O)(=O)c3c(C)cc(C)cc3C)nc3cccnc32)cc1 | ?
CCOc1ccc(CN2CCC3(Cc4ccccc4CNC3=O)C2)cc1 (stereo unspecified) | ?
O=C(NCc1ccccc1Cl)C1CCN(C(=O)c2ncn3c2COC(c2ccccc2)C3)CC1 (stereo unspecified) | -20%
Cc1ccc(S(=O)(=O)N2CCC(OC3CCN(Cc4ccccc4)CC3)CC2)c(C)c1 | ?
COc1ccc(CNC(=O)N2CCC3(CC2)CC(N(C)Cc2ccccc2)CCO3)cc1 (stereo unspecified) | -52%
Cc1nc2c(s1)C[C@]1(C)CCC([C@H](C)C(=O)N3CCOCC3)[C@H](O)[C@H]1[C@@H]2C (stereo partly specified) | 32%[activator][44.1 µM]
CCCNc1cc(N2CCC(CCC(=O)Nc3cc(C)ccc3OC)CC2)ncn1 | -29%
Cc1ccc(CNC(=O)N(C)CC2CCOC2)cc1 (stereo unspecified) | 10%[5.79 µM]
Cc1noc(C)c1S(=O)(=O)N(C)C1CCCc2ccccc21 (stereo unspecified) | ?
COc1cccc(NC(=O)Cn2c(-c3ccccc3)nc(C)cc2=O)c1 | ?
N#CC1CCN(C(=O)c2cc(Br)cn3ccnc23)CC1 | 19%&6%[44.1 µM]
COc1ccc2[nH]c3c(c2c1)CCN(C)C31CCN(C(=O)c2ccc3ncccc3c2)CC1 | -15%
CC(NC(=O)CCc1conc1-c1ccccc1)c1ccc(F)cc1 (stereo unspecified) | i
O=C(Nc1cccc(-c2nnc3n2CCCC3)c1)c1ccncc1 | ?
CC1CCN(CCCNC(=O)CN2C(=O)CSc3ccc(S(=O)(=O)N4CCOCC4)cc32)CC1 | 6%

Exported in CSV form: four of the compounds above
molecule,Pf Dd2 growth
COC[C@@H]1[C@H](NC(=O)CN2CCN(c3cccc(C)c3)CC2)[C@@H]2CCO[C@H]12,-8%
Cc1cccc(Cn2c(CN3CCC(C(=O)NCCc4ccccc4)CC3)cc3ccccc32)c1,-18%
Cc1ccc(NC(=O)CCCc2nnc3n(C)c(=O)c4sccc4n23)cc1F,?
CCOc1ccc(CN2CCC3(Cc4ccccc4CNC3=O)C2)cc1 (stereo unspecified),?

Additional records:
SMILES | Pf Dd2 growth
Cc1nn(-c2ccccn2)c(C)c1[C@@H]1C=C[C@@H](NC(=O)CC(C)(C)CC(=O)O)C1 | i
COc1ccc(CN2C[C@@H](F)[C@@H](OCc3nc4ccccc4o3)C2)cn1 | ?
COc1ccccc1OCc1cc(C(=O)N(C)CC2Cc3ccccc3O2)n[nH]1 (stereo unspecified) | ?
FC(F)(F)c1cccc(Nc2c3c(nc4ccc(Cl)cc24)CCC3)c1 | ?
Cc1nc2n(c1C(=O)NCC1CC1)CCC(Nc1ccc(F)cc1)C2 (stereo unspecified) | -25%[44.1 µM]
CC1CCN(C(=O)CN2C(=O)NC3(CCC(C(C)(C)C)CC3)C2=O)CC1 (stereo unspecified) | -3%
Cn1nccc1C(=O)NC1CCCN(c2cc(-c3ccc(F)cc3)[nH]n2)C1 (stereo unspecified) | i
O=C1CC(c2ccc(Br)cc2)c2c(ccc3ccccc23)N1 (stereo unspecified) | 96%[activator]
CCOC(=O)c1c(NC(=O)CSc2cn(CCNC(=O)c3ccc(OC)c(OC)c3)c3ccccc23)sc2c1CCCC2 | -19%
O=C(C1CC1)N1CCC2(CC1)CCN(CCc1ccccc1)c1ccccc1O2 | ?
Cc1ccc(CNC(=O)CSCc2ccccc2C)cc1 | i
Cc1nc(N2CCCC2)ncc1C(=O)Nc1ccccc1 | 11%
O=C(Nc1ccccc1Cl)N1CC(c2nnc(-c3ccncc3)o2)C2(CCOCC2)C1 (stereo unspecified) | 5%
CN1C(=O)CC(C(=O)O)C12CCN(C(=O)NCCc1ccccc1F)CC2 (stereo unspecified) | -3%
O=C(c1cnc2c(c1)CCCC2)N1C[C@H](CO)C[C@H](CN2CCOCC2)C1 | 3%
Cc1ccccc1CN1C(=O)C(O)(CC(=O)c2cccc(Br)c2)c2ccccc21 (stereo unspecified) | ?
Cc1cc2nn(-c3ccccc3)nc2cc1NC(=O)COc1ccc(Cl)cc1 | 18%
COc1ccc(C(=O)NCc2ccc3c(c2)CCN3C(=O)c2ccncc2)cc1 | i
COCC(=O)N1CCc2nc(C)nc(NCc3cc(C)nn3C)c2CC1 | -13%
CCc1ccc(NC(=O)Cn2nc3c(cc2=O)CCCCC3)cc1 | -23%
COCCn1ccc2c(OCC(=O)Nc3ccccc3F)cccc2c1=O | 16%
O=C(Nc1ccc(=O)n2c1[C@@H]1C[C@@H](CN(S(=O)(=O)c3ccccc3)C1)C2)c1ccco1 | 1%
O=C(Nc1cccnc1)O[C@H]1COCCN(c2nc3ccccc3s2)C1 | -24%[44.1 µM]
COC(=O)c1ccc2nc(CO[C@H]3CN(C(C)C)C[C@H]3F)[nH]c2c1 | i
CCOc1ncccc1CNC(=O)c1cc(S(N)(=O)=O)ccc1F | -13%
CC(C)C[C@@H]1N[C@H](C(=O)NCCN(C)C)Cc2cn(CC3CC3)c3cccc1c23 | ?
Cc1ccsc1CN1CCc2nc(Nc3ccccc3)ncc2C1 | ?
Cc1ccc2c(c1)N(CCC(=O)NCc1ccc(F)cc1)C(=O)CO2 | 13%
Cc1ccc(NC(=O)CN(C)S(=O)(=O)c2cccc3cccnc23)cc1F | i
Cc1ccc2nc(COc3cccc(NC(=O)c4ccccc4Cl)c3)cc(=O)n2c1 | -16%
CC1CCN(c2ccc(CNC(=O)CC3=C4CCCCC4N(C)C3=O)cc2)CC1 (stereo unspecified) | 10µM*
COc1cccc(CNC(=O)CCC(=O)N2Cc3cccc(OC)c3Oc3ncccc32)c1OC | -24%
COc1ccc(-c2noc([C@H](C)O)c2C(=O)NC(C)(C)C)cc1 | -2%[44.1 µM]
Cc1ccccc1C(=O)Nc1ccc2nc(SCCOc3ccccc3)sc2c1 | i
CCOC(=O)c1cc(-c2ccc(C)cc2)nn1Cc1ccccc1 | -15%
CCc1cnc2c(c1SCCC(C)C)c(=O)n(C)c(=O)n2C | ?
CCN(CC)Cc1cnc2c(C(=O)N3CC[C@H]4CNC[C@H]43)cnn2c1 | -6%
COc1ccc(C(=O)N[C@@H]2CCC[C@@H]2C(=O)NCCN(C)C)cc1 | 4%
O=C(CC1N=C2c3ccccc3N=C(SCc3ccccc3F)N2C1=O)NCc1ccc2c(c1)OCO2 (stereo unspecified) | i
CC(=O)N1CCN(c2nc3c(s2)CC(C(=O)Nc2cccc(C(C)(C)C)c2)CC3)CC1 (stereo unspecified) | -13%
O=C(NC1CCOCC1)c1ccc2c(c1)OCCN(c1cccc(OC(F)(F)F)c1)C2 | -4%[44.1 µM]
Cc1c(C(=O)O)oc2c1-c1nn(Cc3ccc(Cl)cc3)cc1CC2 | 12%
CN1CC2(CCCN(CC3CC3)C2)c2cc(C(=O)NCCOc3ccccc3)ccc21 (stereo unspecified) | ?
COc1ccc(C(=O)Nc2nc3c(s2)C[C@@H]2[C@](C)(CO)[C@H](O)CC[C@@]2(C)[C@@H]3CC(=O)NCCNC(C)=O)cc1 | i
Cc1nc2ccccc2c(=O)n1-c1ccc(NC(=O)C(F)(F)F)cc1 | 62%[activator]
O=S(=O)(NCC1CNCCOC1)c1ccc(F)c(F)c1F (stereo unspecified) | -27%
COc1ccc(-n2c(=O)c3sc4ccccc4c3n(CC(=O)Nc3cccc(C)c3)c2=O)cc1 | ?
COCCN1C(=O)CC[C@]2(C(=O)Nc3ccccn3)CCCC[C@@H]12 | -5%
COCc1noc(CCNc2nc(C)nc3c2cnn3C)n1 | 19%
COc1ccc(-c2ncc(CN3CCOC(c4cccnc4)C3)cn2)cc1 (stereo unspecified) | ?
COc1cc2c(cc1OC1CCCC1)NC(=O)C21CCN(Cc2ccncc2)CC1 | -4%[44.1 µM]
O=C(Cn1c(=O)n(Cc2ccco2)c(=O)c2ccccc21)Nc1ccc(Cl)cc1Cl | 27%
COCCCN(CCC(=O)NCc1ccc(F)cc1)C(=O)c1cc(C)oc1C | -3%
Cn1cc(C(=O)NCc2ccccc2Cl)c(=O)c2cc(S(=O)(=O)N3CCCCCC3)ccc21 | 14%
CCOc1cc2sc(N3CCC(C(=O)Nc4ccc(CC)cc4)CC3)nc2cc1Br | 17%
C#CCN[C@@H]1C[C@@H]2c3[nH]c4ccccc4c3C[C@@H](C(=O)OC)N2[C@H](c2ccc(F)cc2)C1 | ?
CC(=O)N1CCN(Cc2snnc2C(C)C)CC(O)C1 (stereo unspecified) | -1%
COCC(=O)NC1(Cc2cc(-c3ccc(OC)cc3)on2)COC1 | -3%[44.1 µM]
CN1C(=O)CO[C@H](c2ccc(NC(=O)Nc3ccc(F)cc3)cc2)[C@H]1CO | -18%[44.1 µM]
Cc1nc(C)c(C(=O)N2CCC3(CC2)CC(N(Cc2ccccc2)C2CC2)CCO3)s1 (stereo unspecified) | ?
(cont.)
SMILES | Pf Dd2 growth
Cc1ccc2c(c1)N1C(=O)OC[C@@H]1CCN(C(=O)C1CC1)C2 | -13%[44.1 µM]
COc1cccc(CCC(=O)N2CCCC(CO)(CC3CC3)C2)c1 (stereo unspecified) | -5%
CCCN1CCN(C(=O)[C@H]2CCC[C@H]2NC(=O)c2ccc(OC)nc2)CC1 | -12%
Cc1cnc(C2CC2)n1CCNC(=O)NC1CCCCC1 | 4%
COc1cccc(-c2ccc(CN3CC4CCC(C3)N4c3ccc(C(F)(F)F)cc3)cc2)c1 | ?
Cc1ccc(Cl)cc1N1CCN(S(=O)(=O)c2ccc3[nH]c4c(c3c2)CCCC4)CC1 | -25%
COC(=O)C1=C(C)N(Cc2cccc(F)c2)C(=O)CC1c1ccccc1Cl (stereo unspecified) | i
O=C(Cc1ccccc1F)NC1CCN(c2cc(-c3cccs3)[nH]n2)C1 (stereo unspecified) | i
CCOc1ccc(Nc2c(S(=O)(=O)c3ccc(C)cc3)cnc3cc(OC)c(OC)cc23)cc1 | -28%
COCCNC(=O)[C@@H]1C[C@H](Oc2ccccc2)CN1C(=O)c1ccc2ccccc2n1 | -10%
COc1ccccc1N1CCN(C(=O)c2cc3c(=O)n(C)c4ccccc4c3s2)CC1 | ?

Sorted by length of the SMILES (ascending): four of the compounds above.
SMILES | Pf Dd2 growth
COc1cccc(CCC(=O)N2CCCC(CO)(CC3CC3)C2)c1 (stereo unspecified) | -5%
O=C(Cc1ccccc1F)NC1CCN(c2cc(-c3cccs3)[nH]n2)C1 (stereo unspecified) | i
COc1cccc(-c2ccc(CN3CC4CCC(C3)N4c3ccc(C(F)(F)F)cc3)cc2)c1 | ?
CCOc1ccc(Nc2c(S(=O)(=O)c3ccc(C)cc3)cnc3cc(OC)c(OC)cc23)cc1 | -28%
